From PubChem
PvdQ acylase = P. aeruginosa PvdQ acylase inhibition. purified PvdQ acylase, fluorescence plate reader. inhibition, % at 10 µM. 0.063% of 340,000 active. AID 488965; in the data active means inhibition above about 30%, passing the limit was not always enough;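 further: 0% = vehicle neutral wells and 100% = reference inhibitor wells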
SUMO Mot1 rescue = inhibitors of SUMOylation pathway: yeast Mot1-301 growth rescue | S. cerevisiae Mot1-301 growth rescue, ATP luminescence, 38.5C; percent above DMSO median, 100 means doubled | growth rescue, % at 18.8 µM | 1% of 320,000 active;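 active means every valid replicate shows activation above 250% relative to neutral control wells; inactive means the rest, any valid replicate at or below 250%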;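 further: OY570 slx delta 5 strain wells were the positive control but not used for scaling; some compounds called inactive have numbers as strong as hits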
cardiac RTF act = increases calcium sensitivity of human cardiac regulated thin filaments | IANBD-labeled TnC RTF fluorescence at EC20 calcium; 0% EC20 calcium, 100% full calcium | activation, % at 7.2 µM | 0.24% of 340,000 active;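 active means activation above the mean over all tested compounds plus 3 SD, cut at about 30% in these data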;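 further: rise in fluorescence read as greater calcium sensitivity of cardiac thin filaments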
NSD2 HMT inh = blocks human histone methyltransferase NSD2 | O96028 | NSD2 peptide methylation, AlphaScreen, 120 min | inhibition, % at 12.5 µM | 0.54% of 310,000 active | AID 743445; in the data active means inhibition above about 50%
C-LANA FP = KSHV C-LANA DNA binding inhibition; MBP-C-LANA/FAM-LBS DNA binding, fluorescence polarization; inhibition, % at 9 µM; 0.078% of 340,000 active;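 active means highest replicate inhibition at or above 60% at 9 µM, even if other replicates fall short; inactive means all replicates below 60% inhibition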;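 further: 0% = neutral control wells and 100% = 4 µM acridine orange control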
CDK5 inh = inhibitors of human CDK5/p35 kinase; inhibition, % at 10 µM; Recombinant CDK5/p35, ADP-Glo luminescence, 60 min; 0.01% of 330,000 active; AID 488839; Q00535+Q15078;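 active means highest replicate inhibition of at least 50% and at least 75% of replicates reaching 50%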;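 further: plate controls were DMSO neutral control for no effect and GW8510 at 10 µM for full effect; many of its hits are not listed in these tables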
Target sequence (Q00535 whole entry, looked up): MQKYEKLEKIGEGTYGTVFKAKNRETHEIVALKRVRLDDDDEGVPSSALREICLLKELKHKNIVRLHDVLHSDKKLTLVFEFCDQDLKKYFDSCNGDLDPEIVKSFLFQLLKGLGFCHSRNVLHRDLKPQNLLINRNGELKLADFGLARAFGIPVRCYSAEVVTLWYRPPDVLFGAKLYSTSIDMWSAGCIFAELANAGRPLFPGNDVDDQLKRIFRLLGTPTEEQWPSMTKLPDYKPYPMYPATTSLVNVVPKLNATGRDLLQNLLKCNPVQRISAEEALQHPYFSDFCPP
Target sequence (Q15078 whole entry, looked up): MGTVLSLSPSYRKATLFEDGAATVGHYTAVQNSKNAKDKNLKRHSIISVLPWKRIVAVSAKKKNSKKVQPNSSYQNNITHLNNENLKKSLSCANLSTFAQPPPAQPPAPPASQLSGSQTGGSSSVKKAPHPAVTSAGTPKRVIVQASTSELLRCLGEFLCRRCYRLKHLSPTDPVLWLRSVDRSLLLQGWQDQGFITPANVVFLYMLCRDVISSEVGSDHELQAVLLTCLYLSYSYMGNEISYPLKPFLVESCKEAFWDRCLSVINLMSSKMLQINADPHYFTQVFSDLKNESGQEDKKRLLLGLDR
dFosB act = mouse delta FosB homodimer activation; P13346; purified delta FosB, TAMRA-CDK5 oligo fluorescence polarization; percent of positive-control signal above neutral wells; activation, % at 25 µM; 0.99% of 340,000 active; AID 493131;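 active means mean activation above about 17%, with every replicate also reaching it, limit read from the data, passing the limit was not always enough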;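 further: fluorescence polarization rise as delta FosB binds a TAMRA Cdk5 AP-1 oligo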
Target sequence (P13346 whole entry, looked up): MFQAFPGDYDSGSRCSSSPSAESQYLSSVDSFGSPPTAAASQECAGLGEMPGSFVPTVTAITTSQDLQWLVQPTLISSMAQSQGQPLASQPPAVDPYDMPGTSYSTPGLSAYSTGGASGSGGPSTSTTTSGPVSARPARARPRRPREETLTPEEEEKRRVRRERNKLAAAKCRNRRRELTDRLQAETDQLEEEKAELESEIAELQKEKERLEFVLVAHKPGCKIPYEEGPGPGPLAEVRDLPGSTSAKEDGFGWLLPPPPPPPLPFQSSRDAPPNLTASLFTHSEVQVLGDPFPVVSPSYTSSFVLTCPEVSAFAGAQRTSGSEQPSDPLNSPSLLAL
Rtt109 HAT inh = blocks Candida albicans Rtt109/Vps75 acetyltransferase activity | 0.16% of 330,000 active | purified Rtt109/Vps75, ThioGlo CoA-SH fluorescence, 4 h | inhibition, % at 34.9 µM;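 active means inhibition of at least 50% in every replicate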
Keap1 Nrf2 FP = Keap1-Nrf2 (human) interaction inhibition; Q14145; Keap1 Kelch-Nrf2 peptide fluorescence polarization, 1536-well; inhibition, % at 9.4 µM; 0.15% of 340,000 active; AID 504523; in the data active means inhibition above about 12%;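 further: human Keap1 Kelch domain with fluorescein labeled Nrf2 9mer peptide probe; 0% = neutral control wells and 100% = peptide positive control; higher means more block of Keap1 binding to Nrf2 peptide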
PfHsp90 yeast 2 = inhibits growth of yeast expressing Plasmodium falciparum Hsp90; S. cerevisiae expressing PfHsp90, BacTiter-Glo ATP, 48 h; yeast lacking PDR1 and PDR3 efflux regulators; inhibition, % at 9.4 µM; 0.32% of 310,000 active;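 active means every replicate shows inhibition above about 80%, whatever the replicate mean, limit read from the data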;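 further: 0% = DMSO neutral controls and 100% = 20 µM radicicol positive controls; yeast relying on Plasmodium falciparum Hsp90 in place of its own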
Cardiac RTF inh = cardiac RTF calcium desensitization; IANBD-labeled cardiac RTF, Ca2+ fluorescence; P19429+P45379; inhibition, % at 7.15 µM; 0.12% of 340,000 active;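 active means inhibition above the mean inhibition of all tested compounds plus 3 SD, cut at about 17% in these data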;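 further: assay run at fixed EC70 calcium of 1.6 mM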
Starred values were filed as active, the others as inactive; x = no result given.

SMILES	PvdQ acylase	SUMO Mot1 rescue	cardiac RTF act	NSD2 HMT inh	C-LANA FP	CDK5 inh	dFosB act	Rtt109 HAT inh	Keap1 Nrf2 FP	PfHsp90 yeast 2	Cardiac RTF inh
N#Cc1c(/N=C/c2ccco2)sc2c1CCCCC2	3	30	-2	4	-2.1	1.4	6	-3	-2	11	-16
CCS(=O)(=O)c1ccc2c(c1)N(S(=O)(=O)c1ccc(OC)cc1)CC(C(=O)O)O2 (centres undefined)	-16	62	-2	7	-0.4	0.1	-4	9	-2	5	-9
COC(=O)Cn1c(=O)cnc2ccccc21	-11	-9	2	-10	0.5	-2.6	-4	-7	5	2	-11
CCOc1ccccc1NC(=O)/C(C#N)=C/c1c(C)nn(-c2ccccc2)c1Cl	-6	2	3	-5	-2.0	-1.1	-9	-7	2	32	-1
CCOc1ccc(NC(=O)CSc2nc3c(c(=O)n2C)SC(C)C3)cc1 (centres undefined)	-14	-26	-6	x	0.1	-1.6	5	-29	0	-21	-8
COCCCNC(=O)c1c(N)n(-c2ccc(S(N)(=O)=O)cc2)c2nc3ccccc3nc12	11	-16	-8	14	0.5	0.7	-2	-13	-4	-27	-10
Cc1ocnc1C(=O)Nc1ccc(Cl)cc1	-8	-8	1	5	-0.2	-2.6	-5	1	-7	-4	-13
O=C(CNC(=O)c1ccc(Cl)cc1Cl)OCc1cn2cc(Br)ccc2n1	-14	2	-1	x	0.1	-0.7	-8	-3	-4	17	-5
CCc1ccc(C2C(C#N)=C(N)Oc3cc(N)ccc32)cc1 (centres undefined)	-13	-16	6	-3	-5.9	-1.1	-8	-6	1	-8	-11
Cc1ccc(N2C(=O)CC(Nc3ccccc3)C2=O)cc1 (centres undefined)	3	1	1	2	1.1	0.7	3	-3	-4	-4	-10
Cc1ccc(/C=N/N2CCOCC2)s1	-5	6	-2	4	-0.6	1.3	-4	0	3	10	1
CC1Cc2nc(SCC(=O)NC3CCCCC3)n(C)c(=O)c2S1 (centres undefined)	14	-6	1	2	-1.4	-0.3	-6	-15	-2	8	0
COc1cccc2cc(C(=O)NCCC3=CCCCC3)c(=O)oc12	11	22	1	-30	-0.4	-1.5	-13	x	-2	0	-8
CCCCNC(=O)c1onc(CSc2ccccc2)c1C(=O)O	-15	11	7	x	-1.0	-1.0	2	-14	-5	-8	-4
CCOc1cc(C(=O)OCC(=O)Nc2ncc(Cl)c(C)c2Cl)ccc1OCC(=O)N1CCOCC1	-15	-8	13	2	1.6	1.3	-15	0	-1	0	1
CC1CN(C(=O)COC(=O)Cc2ccc(Cl)cc2)CC(C)O1 (centres undefined)	-6	-15	4	-4	0.4	-0.9	-7	0	-4	-10	-4
Cc1nn2c(CN(C(=O)CN3CCOCC3)c3ccccc3)nnc2c2ccccc12	-17	-17	-4	0	0.8	x	-6	20	-3	-45	-9
CSc1nc(-c2ccccc2)c(C#N)c(=O)[nH]1	-11	-12	-2	-1	0.4	2.1	-5	-6	-6	-2	-12
Cc1ccc(S(=O)(=O)c2c(C)cc(C)nc2N2CCCCC2)cc1	-15	x	15	-3	-0.7	-3.6	-14	4	0	-80	-13
COc1ccc(NC(=O)C2CC(c3ccccc3O)=NO2)cc1OC (centres undefined)	-6	-9	5	-3	-0.4	-4.6	0	-1	-4	8	-5
CCCCOCCCNC(=S)Nc1ccc(S(=O)(=O)N2CCOCC2)cc1	-6	-12	2	3	-0.5	0.0	-6	2	4	-11	-4
Cc1ccc(C(=O)NC(C)(COc2nonc2C)COc2nonc2C)cc1	-3	18	-3	-4	-1.1	-0.9	-4	1	1	11	-6
Cc1cccc(N2CCN(C(=O)c3ccccc3NC(=O)C3CC=CCC3C(=O)O)CC2)c1 (centres undefined)	-12	-15	2	x	-4.4	-0.4	-8	2	-2	-4	-12
CCOc1ccc(NC(c2ccccn2)c2oc(CO)cc(=O)c2O)cc1 (centres undefined)	-4	-16	5	x	-0.3	-1.0	2	-1	-6	15	-8
O=C(CNS(=O)(=O)c1ccc2ccccc2c1)OCC(=O)c1ccc(Br)s1	-14	3	5	-3	-1.6	-0.8	-12	-9	-8	-7	-9
Other compounds follow.
SMILES	PvdQ acylase	SUMO Mot1 rescue	cardiac RTF act	NSD2 HMT inh	C-LANA FP	CDK5 inh	dFosB act	Rtt109 HAT inh	Keap1 Nrf2 FP	PfHsp90 yeast 2	Cardiac RTF inh
O=C(CCC(=O)N1CCOc2ccc(Cl)cc21)NCCCN1CCN(Cc2ccccc2)CC1	-11	-7	-7	x	-0.1	0.6	-4	6	-3	-11	2
COC(=O)C(C)Sc1ncnc2c1nnn2-c1ccc(F)cc1 (centres undefined)	-2	x	1	-4	0.0	-0.6	-16	-9	-3	9	1
COc1ccccc1NS(=O)(=O)c1ccc(NC(=O)c2ccccn2)cc1	-8	x	0	-1	-0.5	1.0	-16	19	-2	-24	-5
O=C(NC1CCCC1)c1ccc(CS(=O)(=O)c2cccc(C(F)(F)F)c2)o1	-9	-12	4	-4	0.1	-4.0	0	-15	-6	34	-3
CCN(C(=O)c1ccc(S(=O)(=O)N2CCC(C)CC2)cc1)C1CCS(=O)(=O)C1 (centres undefined)	-19	-2	4	1	0.4	-0.8	-8	-16	-6	7	-18
COc1cccc(Cn2cnc3c(N)c(C)c(C)cc32)c1	9	-5	-6	5	-1.6	1.0	2	11	-2	-8	-2
CCn1c(=O)cc(SCC(=O)Nc2cccc(C)n2)c2ccccc21	-4	7	-4	-1	1.4	-1.2	-29	-6	2	12	18*
Cc1ccc(NC(=O)c2nc[nH]c2C(=O)Nc2ccc(C)cc2)cc1	-7	17	-4	-1	-1.2	0.8	2	-4	2	x	1
COc1ccc(CN(C)CC(=O)Nc2ccccc2C(=O)NC2CC2)cc1OC	-16	x	1	1	-1.2	0.7	-8	-8	-1	16	-6
Cc1ccc(NC(=O)CN(C)C(=O)c2cccc(S(=O)(=O)NCc3ccco3)c2)cc1	-12	17	2	0	3.1	-2.4	-5	11	-6	-7	-6
CCCOc1ccc(C(=O)c2ccccc2C(=O)O)cc1OCCC	9	-10	4	x	-0.8	2.0	-10	x	1	-2	-3
COc1nccnc1NS(=O)(=O)c1ccc(NCc2cc(Br)ccc2O)cc1	-16	8	-2	4	-0.9	-0.4	-6	11	-3	7	8
C=CCOc1ccc(C=CC(=O)c2c(O)c(OC)c(OC)c(OC)c2OC)cc1	7	x	-2	1	-1.8	0.6	-20	-11	6	43	-2
O=S(=O)(Nc1ccc2ccccc2c1)N1CCCCC1	-5	x	-2	-3	2.1	0.1	-9	4	2	2	2
CC(C)(C)[C@H]1C=C(C(=O)N2CCOCC2)O[C@@H](OCCCCO)C1	1	17	3	x	1.2	-0.6	-6	14	1	37	-6
O=C(Nc1ccccc1C(=O)N1CCN(c2cccc(Cl)c2)CC1)C1=CSCCO1	-4	12	2	2	-0.8	-2.6	-2	5	-4	8	-12
O=C(Nc1ccccc1)c1ccc2nsnc2c1	28	275	2	1	-0.6	4.1	2	-5	-4	5	-1
CCOc1ccc(S(=O)(=O)Nc2nc3ccccc3nc2Cl)cc1	6	-1	-4	-2	-1.6	0.0	2	-5	0	-4	1
CCc1noc(C)c1C(=O)NNC(=O)c1ccccc1	-7	12	-6	-1	-1.2	0.0	-1	2	-3	6	-2
COC(=O)CCC(=O)Nc1ccc(Br)cc1	-10	-10	-2	-1	2.0	0.9	2	-6	-3	5	-3
CCCCC(CC)COC(=O)c1ccc(N(C)C)cc1 (centres undefined)	-2	92	-3	x	-0.2	0.5	-2	11	0	-8	0
Cc1cc(C)n(-c2ccc(S(=O)(=O)N3CCOCC3)cc2[N+](=O)[O-])n1	-11	-1	-1	x	4.4	0.5	2	-2	-2	-14	7
O=C(NC(=S)NC1CCN(Cc2ccccc2)CC1)c1ccc(F)cc1	-10	-7	0	0	0.8	-3.4	-3	10	-5	-3	-7
COc1ccc(NC(=O)c2cc(C)on2)cc1OC	-1	16	29	-3	-1.5	1.0	-3	-7	-3	5	-1
O=C(CC1SC(=O)NC1=O)Oc1ccc(/C=N/NC(=O)c2ccccc2O)cc1 (centres undefined)	4	7	-3	6	-0.8	-0.3	-2	26	0	-5	-4
(further entries)
SMILES	PvdQ acylase	SUMO Mot1 rescue	cardiac RTF act	NSD2 HMT inh	C-LANA FP	CDK5 inh	dFosB act	Rtt109 HAT inh	Keap1 Nrf2 FP	PfHsp90 yeast 2	Cardiac RTF inh
COC(=O)c1ccc(NC(=O)Cc2ccc(C)cc2)cc1	-12	237	-1	7	0.7	0.0	-1	-3	-3	-13	1
Cc1ccccc1NC(=O)COC(=O)C1C2CC3OC(=O)C1C3C2 (centres undefined)	-19	474*	-2	6	1.0	-9.4	2	0	0	16	-11
Cc1cc(C(=O)COC(=O)c2ccc(F)cc2)c(C)n1C	-11	2	-3	-2	1.1	0.4	10	-1	-2	2	2
COc1ccc(/C=C/C(=O)NCCCn2ccnc2)cc1	-5	-13	6	1	-2.8	1.0	-8	-1	0	-45	-6
COc1cc(NC(=O)c2ccccc2Cl)ccc1NC(=O)c1ccco1	-5	218	3	0	-1.6	-0.3	-12	11	-5	-8	-10
CCn1c(SCC(=O)NCc2ccco2)nnc1C(C)C	-14	11	3	0	-2.7	0.8	-6	-4	-5	3	-5
COc1ccc(NC(=O)CN(C)C(C)C(=O)N2CCCCC2)cc1 (centres undefined)	-11	-16	1	6	-0.8	2.5	-6	15	1	x	-6
CN1C(=O)OC(C)(CCc2ccccc2)C1(C)O (centres undefined)	-10	-4	-3	-2	0.0	-0.7	-3	-7	-6	1	-5
CCS(=O)(=O)c1ccc(O)c(NC(=O)COc2ccc(Cl)cc2)c1	-3	4	3	-2	1.4	-1.1	-14	3	-2	17	4
CC1Cc2nc(SCC(=O)NCc3ccccc3)n(Cc3ccccc3)c(=O)c2S1 (centres undefined)	-23	-5	3	x	-0.6	-6.0	6	0	-9	7	-1
CCn1c(SCC(=O)NCc2ccco2)nc2ccccc2c1=O	-8	-7	0	3	-0.7	-0.1	-4	1	-1	9	5
COc1ccc(/C(C)=N/N=C(N)N)c(O)c1	-3	-15	1	-11	0.0	0.5	0	4	-8	-7	-7
CC(C)C(C)NC(=O)COn1nnc2ccc(S(=O)(=O)N3CCOCC3)cc21 (centres undefined)	-6	114	0	2	0.7	-2.4	-9	-4	0	-13	-3
CCN(c1ccccc1)S(=O)(=O)c1cccc(C(=O)NCc2ccncc2)c1	-10	-16	1	x	1.3	0.0	-7	-1	-6	x	-8
COc1cccc(NC(=O)c2ccc(S(=O)(=O)NCc3cccnc3)cc2)c1	-15	-7	2	0	-1.3	0.6	-2	-18	-1	-28	1
O=C(NCc1cccnc1)c1ccc(Cl)cc1[N+](=O)[O-]	-16	-22	0	-8	0.0	0.5	-7	10	-5	62	-7
